# MEP2 TOR yeast: modulators of TOR pathway MEP2-GFP in S. cerevisiae. S. cerevisiae MEP2-GFP strain, flow cytometry GFP, 3 h; 100% = DMSO control level. GFP response vs DMSO, % at 10 µM. 0.51% of 330,000 active;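 active = GFP response versus DMSO above a set limit, roughly screen mean plus 3 SD, cut at about 180% in these data; inconclusive = fewer than 70 cells counted for a yeast strain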;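 also: median GFP fluorescence of the barcode-gated MEP2-GFP cells per well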
# RPL19A TOR yeast: modulators of TOR pathway RPL19A-GFP in S. cerevisiae | S. cerevisiae RPL19A-GFP strain, flow cytometry, 3 h; active compounds read low | percent response vs DMSO, % at 10 µM | 0.3% of 330,000 active | AID 2025;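 active = percent response vs DMSO below 50%; inconclusive = fewer than 70 events counted for the yeast strain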;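 also: median channel GFP fluorescence of the barcoded RPL19A-GFP strain; ratio of sample median GFP to plate DMSO average so 100% = DMSO; lower means less RPL19A-GFP as with rapamycin TOR inhibition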
# CR mimetic SO: yeast age-related superoxide inhibition as caloric restriction mimetic; S. cerevisiae aged cells, superoxide DHE fluorescence; active compounds read low; superoxide response (% of plate mean), % at 10 µM; 0.18% of 330,000 active; AID 2690;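 active = superoxide response under a set limit, about three screen SD below normal, cut at about 65% in these data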;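 also: yeast aged for seven days with compound at 30 °C before DHE staining; 100% = average MFI of all compound-treated wells on the plate with controls excluded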
# AGP1-GFP MLPCN: yeast TOR pathway AGP1-GFP modulation; S. cerevisiae AGP1-GFP multiplex flow cytometry, 3 h; GFP as percent of DMSO wells; GFP response vs DMSO, % at 10 µM; 0.02% of 320,000 active; AID 2066;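 active = GFP response relative to DMSO above a set limit, near screen average plus 3 SD, cut at about 150% in these data; inconclusive = fewer than 70 cells counted for the yeast strain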;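 also: median GFP channel fluorescence of the gated AGP1 strain per well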
# LAP4-GFP MLPCN: modulators of TOR pathway LAP4-GFP in S. cerevisiae; S. cerevisiae LAP4-GFP multiplex, flow cytometry GFP, 3 h; median GFP as percent of DMSO wells; GFP response vs DMSO, % at 10 µM; 0.34% of 320,000 active;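 active = GFP response vs DMSO above a set limit, about the screen mean plus 3 SD, cut at about 150% in these data; inconclusive = under 70 cell events counted for the yeast strain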
# CIT2-GFP yeast: alters CIT2-GFP fluorescence in TOR pathway yeast screen | S. cerevisiae CIT2-GFP strain, flow cytometry, 3 h; 100 means same as DMSO wells | GFP response vs DMSO, % at 10 µM | 0.065% of 320,000 active | AID 2029;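 active = GFP response relative to DMSO above a set limit, near the screen mean plus 3 SD, cut at about 150% in these data; inconclusive = Fewer than 70 cells measured for a yeast strain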;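 also: ratio of well median GFP fluorescence to mean of DMSO wells on the plate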
# Efflux pump inh: blocks antifungal efflux pumps in multiplex yeast assay | S. cerevisiae Candida pump triplex, Nile Red efflux | inhibition, % at 10 µM | 0.44% of 330,000 active | AID 485275;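 active = plate passing quality check with inhibition over a set limit, or well fluorescence over plate mean plus 4 SD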;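 also: Nile Red retained in pooled yeast measured as flow cytometry median fluorescence; 0% = buffer negative control and 100% = Enniatin B positive control; higher means more Nile Red kept so more efflux inhibition; some compounds called inactive have numbers as strong as hits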
# AHR act: human AHR activation; AHR-responsive luciferase reporter cells, luminescence; activation, % at 5 µM; 2.5% of 320,000 active; in the data active = activation above about 47%;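 also: 0% = vehicle wells and 100% = reference agonist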
# Target sequence (P35869 whole entry, looked up): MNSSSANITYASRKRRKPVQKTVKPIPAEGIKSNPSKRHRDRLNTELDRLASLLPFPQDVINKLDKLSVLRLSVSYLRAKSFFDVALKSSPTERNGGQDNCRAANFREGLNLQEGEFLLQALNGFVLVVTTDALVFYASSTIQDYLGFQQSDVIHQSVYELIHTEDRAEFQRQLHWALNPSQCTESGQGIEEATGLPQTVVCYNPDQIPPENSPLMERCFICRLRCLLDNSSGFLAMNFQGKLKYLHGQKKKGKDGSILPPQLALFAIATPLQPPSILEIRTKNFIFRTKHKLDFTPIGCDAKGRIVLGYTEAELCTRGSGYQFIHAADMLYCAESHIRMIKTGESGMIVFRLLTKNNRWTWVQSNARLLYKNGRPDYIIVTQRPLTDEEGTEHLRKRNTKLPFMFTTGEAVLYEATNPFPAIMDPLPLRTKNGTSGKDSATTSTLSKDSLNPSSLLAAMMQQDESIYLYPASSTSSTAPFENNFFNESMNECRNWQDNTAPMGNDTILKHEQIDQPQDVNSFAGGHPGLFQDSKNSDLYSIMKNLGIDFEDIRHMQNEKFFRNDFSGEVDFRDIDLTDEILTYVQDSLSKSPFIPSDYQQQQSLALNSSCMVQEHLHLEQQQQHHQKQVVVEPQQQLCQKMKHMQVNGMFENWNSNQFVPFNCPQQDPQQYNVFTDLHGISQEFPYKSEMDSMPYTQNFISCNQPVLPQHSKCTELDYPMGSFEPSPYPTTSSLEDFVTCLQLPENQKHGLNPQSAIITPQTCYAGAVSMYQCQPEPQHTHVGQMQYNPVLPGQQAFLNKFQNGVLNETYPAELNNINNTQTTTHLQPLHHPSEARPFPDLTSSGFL
# Starred values were filed as active, the others as inactive; u = inconclusive; x = no result given; [ ] = another dose, or the depositor's remark.
SMILES,MEP2 TOR yeast,RPL19A TOR yeast,CR mimetic SO,AGP1-GFP MLPCN,LAP4-GFP MLPCN,CIT2-GFP yeast,Efflux pump inh,AHR act
Cc1ccc2c(c1)N(CC(=O)NC1CCCC1)C(=O)c1cccnc1O2,100.4,100.6,94.9,106.8,108.2,98.8,-0.1,0.2
Cc1cc(C)cc(OC(C)C(=O)Nc2ccccc2C(=O)NCc2cccnc2)c1 (stereo not drawn),105.2,101.2,99.3,102.2,97.0,103.6,0.1,6.5
O=C(c1cnc(Cl)c(Cl)c1)N1CCN(S(=O)(=O)c2ccc(F)cc2)CC1,96.6,92.9,110.0,93.9,98.9,89.3,0.3,1.7
CC1(c2ccccc2)CC(C)(C)N2C(=O)C(=O)c3cccc1c32 (stereo not drawn),103.0,93.2,81.8,99.5,91.9,89.6,-0.1,-0.2
Cc1cc(C)nc(/N=C(\N)N2CCCCCC2)n1,175.9*,102.6,120.4,100.0,116.7,106.4,-0.6,4.8
CCCCn1c(C)cc(/C=C(\C#N)C(=O)O)c1C,89.0,102.7,96.3,92.5,97.3,94.3,0.5,-1.4
Cc1ccc(S(=O)(=O)NC(C)C(=O)Nc2cccc([N+](=O)[O-])c2)cc1 (stereo not drawn),110.0,97.6,110.7,90.6,101.1,103.2,0.0,-1.6
CCc1ccccc1NC(=O)c1ccc(-c2csc(C)n2)cc1,107.0,105.6,104.0,91.7,86.7,102.1,0.1,22.8
CN(c1ccccc1)c1nc2ccsc2c(=O)s1,101.0,97.3,96.1,103.2,116.7,98.4,-0.1,1.3
Cc1cccc(C)c1OCC(=O)N(Cc1cccs1)C1CCS(=O)(=O)C1 (stereo not drawn),114.8,102.8,82.3,x,x,x,0.0,-1.2
Cc1cc(OCC(=O)OCC(=O)NCc2cccs2)ccc1Cl,104.3,99.7,124.0,102.0,98.3,100.2,0.0,0.2
COc1ccc(/C=C/c2c([N+](=O)[O-])c(=O)n(C)c(=O)n2C)cc1,107.8,103.6,90.8,112.2,108.0,102.4,-0.1,9.4
COC(=O)[C@@H](NC(=O)c1ccccc1OC1CCN(S(C)(=O)=O)CC1)C(C)C,94.8,100.2,93.1,101.5,84.2,102.7,-0.1,-0.3
CCN(CC)S(=O)(=O)c1ccc2oc(Nc3ccc(OC)cc3OC)nc2c1,105.0,98.3,101.9,102.9,102.8,107.4,0.1,1.3
O=C(NC(=O)c1ccccc1)NC1(C(F)(F)F)OCCO1,100.9,102.5,96.1,95.1,95.0,101.8,0.6,0.9
CC(=O)c1cccc(NC(=O)c2cnn(-c3ccccc3)c2C)c1,127.0,100.4,93.4,93.2,86.9,108.4,-0.1,-0.8
CCS(=O)(=O)N1CCC(C(=O)NCCCN2CCCCCC2)CC1,91.7,112.6,120.2,68.1,95.4,62.9,0.0,0.6
Nc1nc(SC23CC4CC(CC(C4)C2)C3)ns1,109.2,99.7,113.0,102.6,105.4,100.1,-0.1,1.6
COc1cc(C2C(C#N)=C(N)N(c3cccnc3)C3=C2C(=O)CC(C)(C)C3)ccc1O (stereo not drawn),98.5,97.2,115.8,96.7,93.9,98.6,0.0,-0.7
O=C(NC(NC(=S)Nc1ccc(Cl)cc1Cl)C(Cl)(Cl)Cl)c1cccc([N+](=O)[O-])c1 (stereo not drawn),89.7,86.4,102.6,88.3,x,80.8,-0.1,2.5
COC(=O)c1cccc(NC(=O)CC2NCCNC2=O)c1 (stereo not drawn),87.3,92.6,99.3,95.9,100.8,98.9,-0.1,-0.8
COc1ccc(C2C(C(=O)N3CCN(c4ccccc4)CC3)c3ccccc3C(=O)N2C)cc1 (stereo not drawn),106.5,98.3,103.7,105.2,105.3,94.4,0.0,1.4
O=C(CSc1ncn[nH]1)NCc1ccc(Cl)cc1,101.0,104.6,90.5,96.2,94.9,97.7,0.0,2.2
CCCCn1c(O)c(N=Nc2ccccn2)c2ccccc21,96.7,106.6,95.1,105.0,99.6,98.0,-0.2,38.8
Cc1cc(C(=O)N/N=C/c2ccc3c(c2)OCO3)c(C)n1-c1ccc(F)cc1,99.3,98.7,101.9,96.8,98.6,88.9,0.0,7.2
c1ccc2c(c1)OCCOCCOCCOCCOCCOc1ccccc1OCCOCCOCCO2,99.7,103.4,91.1,103.0,101.7,101.0,0.1,-1.7
COc1ccc2nc(-c3ccccn3)[nH]c2c1,108.5,100.8,92.7,103.8,95.8,104.0,-0.1,47.1*
Cn1c(SCC(=O)Nc2ccc3[nH]c(=O)[nH]c3c2)nnc1-c1ccc(F)cc1,99.0,105.4,82.6,98.0,93.4,105.3,0.6,1.1
CC(C)c1ccc(NC(=O)C(c2ccccc2)N(C)C(=O)CCc2c[nH]c3ccccc23)cc1 (stereo not drawn),98.6,107.3,98.1,96.3,104.5,97.5,0.0,3.4
CN(C)CCN(C(=O)c1ccc(N2C(=O)CCC2=O)cc1)c1nc2cc3c(cc2s1)OCO3,102.0,99.1,93.1,102.2,103.7,110.9,0.0,10.8
CCN(CC)c1ccc(N2C(=NC(=O)C3CC3)SC3CS(=O)(=O)CC32)cc1 (stereo not drawn),91.5,95.3,111.0,91.4,87.7,92.3,0.5,2.4
COc1cccc(C(=O)N2CCN(S(C)(=O)=O)CC2)c1,96.5,92.5,111.8,99.7,91.7,95.1,0.0,0.4
Cc1nc(-c2cccc(S(=O)(=O)N3CCC(C)CC3)c2)cs1,98.8,98.2,103.4,101.4,106.0,92.6,-0.1,0.7
O=C(CN1C(=O)C2C3c4ccccc4C(c4ccccc43)C2C1=O)Nc1cccc(C(=O)O)c1 (stereo not drawn),104.3,103.7,100.5,102.1,91.4,103.0,0.3,-2.0
Cc1ccc(S(=O)(=O)NC(CC(C)C)C(=O)N2CCCC2)cc1 (stereo not drawn),107.7,104.1,98.8,112.0,89.1,104.9,-0.3,-4.2
Cc1ccc2sc(NNC(=O)c3ccc4c(c3)OCCO4)nc2c1C,98.8,99.3,96.6,103.2,99.7,100.9,0.1,41.7
O=C(NCCCN1CCCC1=O)C1CCN(S(=O)(=O)c2cccc(Cl)c2Cl)CC1,106.3,105.8,103.0,104.6,103.1,102.6,0.0,-0.2
COc1ccc(-n2nnc3c(=O)n(CC(=O)N4CCC(C)CC4)cnc32)cc1,96.8,98.8,120.0,95.9,95.3,97.9,-0.1,1.1
COc1cccc(C2CC(c3ccccc3OC)n3ncnc3N2)c1 (stereo not drawn),106.4,107.8,82.4,114.1,105.0,107.9,0.1,0.3
O=C(Nc1ccc(-c2csc(Nc3cccc(C(F)(F)F)c3)n2)cc1)c1ccccc1,95.5,94.4,90.0,84.0,134.9,87.5,0.1,78.1*
COc1ccc(-c2nnc(SCC(=O)c3ccc[nH]3)o2)cc1,102.4,96.7,116.8,90.8,110.7,95.5,-0.1,14.5
OCC(C#CCN1CCCCC1)NCc1ccccc1 (stereo not drawn),101.0,95.6,109.5,92.0,94.8,94.5,0.1,5.4
O=C(COC(=O)c1ccccn1)NNC(=O)c1ccc([N+](=O)[O-])cc1,89.6,96.4,107.3,108.8,91.8,90.6,0.1,0.1
C[C@H](NC(=O)[C@@H]1Cc2ccccc2CN1)C(=O)NC1CCCCC1,107.3,113.9,105.9,115.5,113.5,117.5,-0.1,1.1
CCOC(=O)C(NC(=O)c1ccccc1)=C1CCCCC1,105.5[may fluoresce red],u,108.8,u,u,88.7[may fluoresce red],0.1,2.6
COc1ccc(/C=C/C(=O)c2c(C)nc3ccccn23)cc1,106.1,104.8,91.1,102.6,97.9,x,0.1,-2.5
Cc1c(C(=O)c2ccc(N(C)C)cc2)c2ccccn2c1CCC#N,99.2,99.0,109.0,95.2,97.7,105.2,0.1,2.1
COc1ccc(S(=O)(=O)NC(C)C(=O)Nc2cccc([N+](=O)[O-])c2)cc1 (stereo not drawn),105.6,106.3,110.0,104.0,92.1,96.8,0.1,2.7
CCN(CC)S(=O)(=O)c1ccc(NC2c3ccccc3C(=O)N2Cc2ccc3c(c2)OCO3)cc1 (stereo not drawn),95.8,96.3,89.9,99.2,97.1,104.2,0.0,1.3
O=C(CNC(=O)c1[nH]cnc1C(=O)NC(c1ccccc1)c1ccccc1)OCc1ccccc1,94.4,96.7,98.7,91.3,97.9,84.0,0.0,-0.2
Cn1nc(C(=O)Nc2nc(-c3ccc(F)cc3)cs2)ccc1=O,101.1,100.0,109.4,99.9,105.6,99.4,0.0,-10.7
CCc1ccc(NC(=S)NCc2ccccc2)cc1,98.2,92.4,87.4,94.3,105.2,87.2,0.0,7.5
O=C(NCc1ccncc1)c1ccc(Cl)c(S(=O)(=O)N2CCOCC2)c1,101.5,99.7,99.0,103.1,87.2,x,0.0,1.2
O=C(Nc1ccc2c(c1)OCO2)C1CCN(S(=O)(=O)c2cccc3cccnc23)CC1,101.8,99.1,101.9,87.5,96.2,x,-0.1,8.7
Cc1ccc(S(=O)(=O)NCCN2CCOCC2)s1,93.0,96.9,111.3,97.7,91.5,97.4,-0.7,-1.1
Cc1ccc(C(C)C)c(OCCNCCc2ccccc2)c1,103.9,102.4,91.0,99.2,96.9,101.1,0.1,-0.9
CCOC(=O)N1CCN(C(=O)Cn2nc(C)n3nc(-c4ccc(OC)cc4)cc3c2=O)CC1,109.5,100.2,110.8,104.7,100.9,112.5,-0.1,0.2
COc1ccccc1-c1ccc(SCC(=O)NC2CCCCC2)nn1,102.1,96.8,113.3,99.9,114.1,93.3,0.2,11.8
N#CC(c1ccc(Cl)cc1)N1CCOCC1 (stereo not drawn),115.7,116.4,94.1,133.2,104.8,100.8,0.0,-0.3
CCOc1ccc(-n2ccnc(SCC(=O)NC3CCCC3)c2=O)cc1,90.5,95.9,75.3,99.6,96.2,97.8,-0.1,-0.3

# 4 entries drawn at random from those above, as already listed:
SMILES,MEP2 TOR yeast,RPL19A TOR yeast,CR mimetic SO,AGP1-GFP MLPCN,LAP4-GFP MLPCN,CIT2-GFP yeast,Efflux pump inh,AHR act
CCN(CC)S(=O)(=O)c1ccc(NC2c3ccccc3C(=O)N2Cc2ccc3c(c2)OCO3)cc1 (stereo not drawn),95.8,96.3,89.9,99.2,97.1,104.2,0.0,1.3
Cc1c(C(=O)c2ccc(N(C)C)cc2)c2ccccn2c1CCC#N,99.2,99.0,109.0,95.2,97.7,105.2,0.1,2.1
CCOc1ccc(-n2ccnc(SCC(=O)NC3CCCC3)c2=O)cc1,90.5,95.9,75.3,99.6,96.2,97.8,-0.1,-0.3
O=C(CNC(=O)c1[nH]cnc1C(=O)NC(c1ccccc1)c1ccccc1)OCc1ccccc1,94.4,96.7,98.7,91.3,97.9,84.0,0.0,-0.2

# New compounds follow
SMILES,MEP2 TOR yeast,RPL19A TOR yeast,CR mimetic SO,AGP1-GFP MLPCN,LAP4-GFP MLPCN,CIT2-GFP yeast,Efflux pump inh,AHR act
O=C(Nc1nnc(COc2ccc(Br)cc2)s1)c1ccco1,104.2,96.0,121.7,93.4,96.8,88.2,0.1,2.6
COc1ccc(N2CCN(c3nc(NCCc4ccc(OC)c(OC)c4)nc(OC)n3)CC2)cc1,108.0,100.0,119.8,103.3,111.1,99.1,0.0,9.6
COc1nc(-c2ccccc2)ncc1S(=O)(=O)c1ccccc1,97.3,99.0,90.7,101.3,111.1,100.8,-0.1,2.5
CCCCCCOC(=O)C[N+](C)(C)CCOC1CC2CCC1(C)C2(C)C (stereo not drawn),113.6,107.4,108.7,98.3,87.3,93.3,2.6*,0.2
COC(=O)C1=C(N)c2c(F)cccc2C1(C#N)c1ccccc1 (stereo not drawn),98.5,101.1,102.1,96.4,118.7,92.3,0.0,0.5
Cc1cccn2cc(-c3ccc(Cl)cc3)nc12,73.4,81.9,107.9,78.6,64.9,72.3,-0.1,71.1*

# Compound activity (PubChem)
